HT1080 cytotoxicity = cytotoxicity in HT1080 fibrosarcoma cells, cell-based, fluorescence readout (AID 620); HT1080 viability, fluorescence; higher % means a stronger effect; cytotoxicity, % at 10 µM, or EC50 in µM where a hit was titrated; hit rate 0.42% among 87,000; in the data active = cytotoxicity above about 50%;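 note: cells exposed to compound overnight then 4 h with Alamar Blue; 0% = vehicle DMSO and 100% = killing control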
Starred values were filed as active, the others as inactive. This is a subset, so the mix of outcomes need not match the whole.

Structure	HT1080 cytotoxicity
O=S(=O)(Cc1cc(Sc2ccc(Cl)cc2)nc(-c2ccccc2)n1)c1ccccc1	-11%
CCSc1nc2nn(-c3ccccc3)c(=O)c-2c2n1CCCCC2	-8%
O=C1C(Cl)=C(NCC2CCCO2)C(=O)N1c1cccc(Cl)c1Cl (stereo unspecified)	2%
Clc1ncnc2scc(C3COc4ccccc4O3)c12 (stereo unspecified)	-7%
CC(C)(C)C(=O)[C@@H]1[C@@H]2C(=O)N(C3CCCCC3)C(=O)[C@@H]2[C@H]2c3ccccc3C=CN12	-6%
CCCS(=O)(=O)C(=C(Nc1ccccc1)Nc1ccccc1)S(=O)(=O)CCC	0%
C=CCn1c(SCC(=O)NCc2ccccc2)nnc1-c1cc(Br)ccc1O	5%
Nc1c(C(O)(C(F)(F)F)C(F)(F)F)cc(C(O)(C(F)(F)F)C(F)(F)F)c2ccccc12	-17%

Ordered by count of non-hydrogen atoms (rising): three of the compounds above
Structure	HT1080 cytotoxicity
O=C1C(Cl)=C(NCC2CCCO2)C(=O)N1c1cccc(Cl)c1Cl (stereo unspecified)	2%
CCSc1nc2nn(-c3ccccc3)c(=O)c-2c2n1CCCCC2	-8%
O=S(=O)(Cc1cc(Sc2ccc(Cl)cc2)nc(-c2ccccc2)n1)c1ccccc1	-11%

Following part
Structure	HT1080 cytotoxicity
C=CCOn1c(C)c(C(C)=O)c2c3nonc3ccc21	2%
O=Cc1cn(-c2ccccc2)nc1-c1cc2c(ccc3ccccc32)oc1=O	-3%
CSc1nsc(SCc2ccc(Cl)cc2)n1	-6%
O=C(CSc1nc(-c2ccco2)cc(C(F)(F)F)n1)Nc1ccc(C(=O)N2CCOCC2)cc1	8%
Cn1cc(Br)c(C(=O)N2CCN(c3cccc(Cl)c3)CC2)n1	-1%
Cc1cc(C)c(C#N)c(Nc2ccccc2)n1	4%
COc1ccc(N2CCN(c3oc(Cc4cccc5ccccc45)nc3C#N)CC2)cc1	-20%
Cc1ccc(N(CC(=O)NC2CCCC2)C(=O)c2c(C)noc2C)cc1C	1%
Cn1c(SCC(=O)NC(C)(C)C)nnc1-c1cnccn1	-1%
c1cnc2c(OCc3cn4cccnc4n3)cccc2c1	-2%
O=C(CCCCCn1c(=S)[nH]c2ccccc2c1=O)N1CCOCC1	3%
CCCCNC(=O)CSc1nc2ccccc2c(=O)n1CCNC(C)=O	-6%
COCCNS(=O)(=O)c1ccc(-c2ccc(C)cc2)cc1	-7%
Cc1ccc(C)c(C(=O)CN2C(=O)c3ccccc3S2(=O)=O)c1	-8%
Cc1ccc(Nc2nc3c(c(=O)[nH]2)CCCC3)cc1	2%
COC(=O)c1ccc(C23CC2(C(NP(=O)(c2ccccc2)c2ccccc2)c2ccccc2)C3)cc1 (stereo unspecified)	-11%
Oc1ccc(/C=N/Nc2nccnc2Cl)cc1	-6%
Cc1cc2ncn(S(=O)(=O)N(C)C)c2cc1C	20%
CC(C)C(=O)N1CCC(CN=CC2=C(O)CC(C)(C)CC2=O)CC1	-4%
Cc1ccc(C(=O)Nc2ccc(O)cc2C(=O)O)cc1C	37%
Cc1ccc(S(=O)(=O)N2CCCN(S(=O)(=O)c3ccc4ccccc4c3)CC2)cc1	1%
CC(C)(C)c1cc(C(=O)O)n[nH]1	-6%
CCN(CC)CCOCCOc1ccccc1F	-12%
CCOC(=O)c1c(C)n(C)c2ccc(O)c(CN(CC)CC)c12	3%
CCCC(=O)NCCc1ccc(S(N)(=O)=O)cc1	10%
CCOC(=O)N1CCC(NC(=O)C2CCCN(S(=O)(=O)c3ccc4c(c3)oc(=O)n4C)C2)CC1 (stereo unspecified)	-2%
COc1ccc(C2c3c4c(n(C)c3CCN2C)CCN(C)C4c2ccc(OC)cc2)cc1 (stereo unspecified)	-3%
COc1c(F)c(F)c(C(=O)O)c(Nc2ccccc2)c1F	10%
Cc1csc(NC(=O)c2cccn2C)n1	-13%
c1ccc(-c2nc(NCC3CCCO3)c3oc4ccccc4c3n2)cc1 (stereo unspecified)	-9%
COc1ccc2c(c1OC)CCC2=O	16%
CC(Cc1ccccc1)C(=O)NCC1CC1 (stereo unspecified)	-4%

Quoted from the listing (five entries):
Structure	HT1080 cytotoxicity
Cc1ccc(C(=O)Nc2ccc(O)cc2C(=O)O)cc1C	37%
Cc1ccc(S(=O)(=O)N2CCCN(S(=O)(=O)c3ccc4ccccc4c3)CC2)cc1	1%
CC(C)(C)c1cc(C(=O)O)n[nH]1	-6%
CCN(CC)CCOCCOc1ccccc1F	-12%
CCOC(=O)c1c(C)n(C)c2ccc(O)c(CN(CC)CC)c12	3%

Later entries
Structure	HT1080 cytotoxicity
COC(=O)c1cccc(C23CC4(C2)[C@H](CN(CC2CCCCC2)[C@@H]4c2ccccc2)C3c2ccc(Cl)nc2)c1 (stereo partly specified)	0%
Cc1n(CC(O)COC2CCCCC2)c2ccccc2[n+]1C (stereo unspecified)	-8%
CCCCNS(=O)(=O)c1ccc(OC)c(Cl)c1Cl	7%
Cc1cccc(N(C(=O)c2ccc(CN3CCOCC3)o2)C(C(=O)NC2CCCCC2)c2ccc(F)cc2)c1 (stereo unspecified)	2%
COc1ccccc1C(=O)Nc1nnc(-c2ccco2)s1	5%
O=C(NCC1CCCO1)C(c1cccs1)N(C(=O)Cn1nnc(-c2cccs2)n1)C1CCCC1 (stereo unspecified)	-11%
CN(C(=O)N1CCN(c2ccccn2)CC1)c1ccccc1	4%
Cc1ccc(NC(=O)CSc2nc(=O)cc(N)n2-c2ccccc2)cc1	-2%
CC(=O)Nc1ccc(Nc2ncnc3c2cnn3-c2ccc(C)cc2C)cc1	1%
COC(=O)[C@H](C)NC(=O)Nc1cc(Cl)ccc1C	-11%
COc1ccc(CCNC(=O)CCNS(=O)(=O)c2cccc3nonc23)cc1OC	3%
COC(=O)c1ccc(C(NC(=O)OCc2ccccc2)/C(I)=C/[C@@H](C)C(=O)NCCc2c[nH]c3ccccc23)cc1 (stereo partly specified)	-10%
NC(=S)N/N=C/c1ccc(-c2cc(Cl)cc(Cl)c2)o1	-18%
O=C(CN1C(=O)c2ccccc2C1=O)c1ccccc1	-10%
CCc1ccc(C(=O)/C=C/c2cnn(C)c2C)s1	16%
COCCN1C(=O)c2ccccc2C(C(=O)Nc2ccc3c(c2)OCCO3)C1c1ccc(F)cc1 (stereo unspecified)	-1%
CC1(c2cc(C(F)(F)F)n3nc(C(=O)O)cc3n2)CC1	-20%
CC(C)N=c1scc(-c2ccco2)n1/N=C/c1ccc(O)c(O)c1	20%
O=C(C1=C(O)C(=O)N(Cc2ccccc2)C1c1ccco1)c1ccco1 (stereo unspecified)	-3%
COc1ccccc1/C=C/CN1CCN(c2ccccc2)CC1	-14%
Cc1cc(C)n(-c2nc(SCCN(C)C)c3c4c(sc3n2)CCCC4)n1	-5%
COc1ccc(C(c2nnnn2C2CCCC2)N2CCN(c3ccccc3)CC2)cc1 (stereo unspecified)	-8%
CCOC(=O)/C(C#N)=C/c1cc(C)n(-c2ccc(C)cc2)c1C	-14%
Cc1nn(-c2ccccc2)c(Cl)c1C(=O)Nc1nnc(C2CCCCC2)s1	-15%
CS(=O)(=O)N1CCN(c2ccccc2NC(=O)c2ccc(Br)o2)CC1	-7%
N#Cc1cc2c(nc1SCc1ccccc1)CCC2	0%
CCOC(=O)C1=C(COc2ccccc2)NC(=O)NC1c1ccc(C#N)cc1 (stereo unspecified)	-28%
COc1ccc(CCC(N)=O)cc1OC	10%
Cc1ccc(SCCNC(=O)c2ccccc2C)cc1	-4%
CC(NC(=O)Nn1cnnc1)(C(F)(F)F)C(F)(F)F	-8%
COC(=O)c1cc2c(ccn2-c2ccc(F)cc2)n1CC(C)C	-20%
NCCCCCc1nnc(SCc2ccc(Cl)c(Cl)c2)o1	21%
Cc1cc(=O)oc(C)c1C(=O)N1CCN(c2ccc(F)cc2)CC1	6%
Cc1ccc(CN2CC(C(=O)O)CC2=O)cc1 (stereo unspecified)	0%
Cc1oc(-c2ccccc2Cl)[n+]([O-])c1C	5%
CC1(c2ccccc2)CC(C)(C)N(C(=O)C2CCCO2)c2ccccc21 (stereo unspecified)	-1%
COC(=O)[C@@H]1C[C@@]2(O)[C@H](O)[C@H](O)[C@H](O)C[C@H]2N1CC1CC1	19%
Cc1ccc(OCC(=O)N2CCN(c3nnc(-c4ccc(C)cc4)c4ccccc34)CC2)cc1	-1%
CCOC(=O)N1CCN(C(=O)CN(c2ccc(OC)c(OC)c2)S(C)(=O)=O)CC1	-7%
O=C(C1CCN(S(=O)(=O)c2ccccc2)CC1)N1CCOCC1	-6%
Cc1cc(N2CCC(C)CC2)nc(SCC(=O)c2ccccc2)n1	-4%
Cc1ccc(-n2c(SCC(N)=O)nnc2-c2ccc(S(=O)(=O)N3CCCCC3)cc2)c(C)c1	-5%
O=C(CCCn1c(=S)[nH]c2ccccc2c1=O)NC1CCCCC1	-5%
Cc1cc(-c2ccccc2)nc(N(C)NC(=O)c2cccc(C(F)(F)F)c2)c1S(C)(=O)=O	0%
COc1ccc(CNC(=O)Cn2c(=O)oc3ccccc32)cc1OC	-15%
Cc1cccc(N2C(=O)CC(Sc3nc(C)cc(C)n3)C2=O)c1 (stereo unspecified)	4%
CCOC(=O)N1CCC(Nc2c(-c3ccccc3)c(=O)c2=O)CC1	25%
CCc1nc(SCc2nnc(-c3ccc(C)cc3)o2)c2c(C)c(C)sc2n1	3%

Reformatted: three of the compounds above.
COc1ccc(CNC(=O)Cn2c(=O)oc3ccccc32)cc1OC
  HT1080 cytotoxicity = -15%

Cc1cc(N2CCC(C)CC2)nc(SCC(=O)c2ccccc2)n1
  HT1080 cytotoxicity = -4%

Cc1ccc(-n2c(SCC(N)=O)nnc2-c2ccc(S(=O)(=O)N3CCCCC3)cc2)c(C)c1
  HT1080 cytotoxicity = -5%

Following part.
Structure	HT1080 cytotoxicity
N#Cc1ccc(-n2c(-c3ccccc3)nnc2-c2ccccc2)cc1C#N	-15%
CC1(C)Cc2c(ccc3ccccc23)C(c2cc3ccccc3oc2=O)=N1	16%
COc1ccc(-n2c(=O)c3ccccc3n(CC(=O)NC3CCCCC3)c2=O)cc1	-4%
Cc1nn(Cc2ccc(Cl)cc2)c(C)c1NC(=O)c1c(-c2ccccc2)noc1C	-7%
O=c1cc(CO)oc(C(Nc2ccccn2)c2ccc(F)cc2)c1O (stereo unspecified)	-13%
COc1ccc(CNc2cccc(F)c2)cc1Br	-11%
Cc1cccc(C)c1N1CCN(c2ccc3nnc(C(F)(F)F)n3n2)CC1	17%
COC(=O)c1nn(-c2ccccc2)nc1-c1nn(-c2ccccc2)nc1C(=O)OC	-17%
C/C(=N\O)C1(C)N(O)C(C)(C)C(c2ccc(F)cc2)=[N+]1[O-] (stereo unspecified)	-8%
Cc1cc(C)nc(SCc2nnc(SCC(N)=O)n2Cc2ccco2)n1	-11%
CCc1cccc(CC)c1NC(=O)c1cccc(NC(=O)c2ccccc2)c1	-6%
Nc1cc(Cl)ccc1Oc1ccc(Cl)cc1	-13%
CC(C)N(C(=O)CSc1ncnc2sc(-c3ccccc3)cc12)C(C)C	-6%
CCCCn1c(SCC(=O)Nc2ccccc2C(F)(F)F)nc2ccsc2c1=O	13%
CCOc1ccc(C(=O)NCC(C)C)cc1	-3%
COC(=O)[C@@]1(Cc2ccc(F)cc2)[C@H]2c3cc(C(=O)N(C)C)n(Cc4ccc(C)o4)c3C[C@H]2CN1C(=O)c1ccccc1	-23%
CCOC(=O)C1(CC)NC(c2ccco2)C2C(=O)N(CC)C(=O)C21 (stereo unspecified)	-10%
COc1cc(NC(=O)c2ccccc2Cl)ccc1NC(=O)c1ccco1	12%
Cc1cc(C)cc(C(=O)N2CCCCCC2)c1	-20%
COc1ccc(C(=O)COC(=O)[C@H](C)Nc2ccc(C(F)(F)F)cc2[N+](=O)[O-])c(OC)c1	15%
